Screening data (PubChem)
AGP1 TOR yeast: alters AGP1-GFP fluorescence in TOR pathway yeast screen; S. cerevisiae AGP1-GFP multiplex flow cytometry, 3 h; GFP as percent of DMSO wells; GFP response vs DMSO, % at 10 µM; 0.02% of 320,000 active; AID 2066;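 active means GFP response relative to DMSO above a set limit, near screen average plus 3 SD, cut at about 150% in these data; inconclusive means fewer than 70 cells counted for the yeast strain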;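 further: median GFP channel fluorescence of the gated AGP1 strain per well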
LAP4-GFP MLPCN: modulators of TOR pathway LAP4-GFP in S. cerevisiae; GFP response vs DMSO, % at 10 µM; S. cerevisiae LAP4-GFP multiplex, flow cytometry GFP, 3 h; median GFP as percent of DMSO wells; 0.34% of 320,000 active;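 active means GFP response vs DMSO above a set limit, about the screen mean plus 3 SD, cut at about 150% in these data; inconclusive means under 70 cell events counted for the yeast strain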
RPL19A-GFP yeast: alters RPL19A-GFP fluorescence in TOR pathway yeast screen; percent response vs DMSO, % at 10 µM; S. cerevisiae RPL19A-GFP strain, flow cytometry, 3 h; stronger effect = lower value; AID 2025; 0.3% of 330,000 active;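 active means percent response vs DMSO below 50%; inconclusive means fewer than 70 events counted for the yeast strain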;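 further: median channel GFP fluorescence of the barcoded RPL19A-GFP strain; ratio of sample median GFP to plate DMSO average so 100% = DMSO; lower means less RPL19A-GFP as with rapamycin TOR inhibition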
proCasp3 act: activators of human procaspase-3; AID 463141; activation, % at 8.5 µM; recombinant procaspase-3 D3A, Ac-DEVD-pNA absorbance 405 nm; P42574; 0.11% of 330,000 active;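 active means activation above the mean of all tested compounds plus 3 SD, cut at about 21% in these data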;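 further: 0% = DMSO alone and 100% = DMSO wells spiked with extra 5 µM PC-3 D3A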
Target sequence (P42574 whole entry D9A/D28A/D175A): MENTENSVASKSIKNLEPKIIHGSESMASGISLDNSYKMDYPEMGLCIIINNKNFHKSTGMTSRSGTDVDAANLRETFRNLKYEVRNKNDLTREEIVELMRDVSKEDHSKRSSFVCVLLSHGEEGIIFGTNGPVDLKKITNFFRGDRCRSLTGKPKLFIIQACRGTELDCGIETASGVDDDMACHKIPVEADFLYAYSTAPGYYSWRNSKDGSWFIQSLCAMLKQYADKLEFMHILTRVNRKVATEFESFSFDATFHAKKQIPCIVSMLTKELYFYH
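System: Procaspase-3 D3A mutant. Medium: Zinc-free 300 mM NaCl, 50 mM HEPES, 0.01% Triton X-100. Schedule: 1 h preincubation plus 2 h reaction at 25 °C. Measured by: 405 nm absorbance of p-nitroaniline, reads at 0 and 120 min. Read-out: percent activation relative to control range.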
MEP2 TOR yeast: alters MEP2-GFP fluorescence in TOR pathway yeast screen | GFP response vs DMSO, % at 10 µM | S. cerevisiae MEP2-GFP strain, flow cytometry GFP, 3 h; 100% = DMSO control level | 0.51% of 330,000 active | AID 2016;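 active means GFP response versus DMSO above a set limit, roughly screen mean plus 3 SD, cut at about 180% in these data; inconclusive means fewer than 70 cells counted for a yeast strain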;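 further: median GFP fluorescence of the barcode-gated MEP2-GFP cells per well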
CIT2-GFP yeast: alters CIT2-GFP fluorescence in TOR pathway yeast screen. GFP response vs DMSO, % at 10 µM. 0.065% of 320,000 active. S. cerevisiae CIT2-GFP strain, flow cytometry, 3 h; 100 means same as DMSO wells;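 active means GFP response relative to DMSO above a set limit, near the screen mean plus 3 SD, cut at about 150% in these data; inconclusive means Fewer than 70 cells measured for a yeast strain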;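 further: ratio of well median GFP fluorescence to mean of DMSO wells on the plate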
procasp7 counter: counter-screen: procaspase-7 (human) activation | P55210 | recombinant procaspase-7, Ac-DEVD-pNA absorbance 405 nm; D23A/D198A/D206A triple mutant, cannot self-cleave; scale: DMSO 0, 5 µM enzyme 100 | activation, % at 8.5 µM | 0.093% of 330,000 active | AID 463210;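 active means percent activation above the screen-wide mean plus 3 SD, cut at about 25% in these data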
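buffer or medium = Zinc-free HEPES/NaCl buffer, pH 7.4 | material = Procaspase-7 triple mutant (PC-7 D3A) | input = 2 µM procaspase-7 mutant as dispensed | signal = Epi-absorbance of released pNA at 405 nm, two timepoints | timing = 1 h preincubation, 2 h reaction | replicates = singlicate compound testing | evaluation = % activation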
AHR act: activators of human aryl hydrocarbon receptor; activation, % at 5 µM; P35869; 2.5% of 320,000 active; AHR-responsive luciferase reporter cells, luminescence; AID 2796; in the data active means activation above about 47%;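 further: 0% = vehicle wells and 100% = reference agonist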
Target sequence (P35869 whole entry, looked up): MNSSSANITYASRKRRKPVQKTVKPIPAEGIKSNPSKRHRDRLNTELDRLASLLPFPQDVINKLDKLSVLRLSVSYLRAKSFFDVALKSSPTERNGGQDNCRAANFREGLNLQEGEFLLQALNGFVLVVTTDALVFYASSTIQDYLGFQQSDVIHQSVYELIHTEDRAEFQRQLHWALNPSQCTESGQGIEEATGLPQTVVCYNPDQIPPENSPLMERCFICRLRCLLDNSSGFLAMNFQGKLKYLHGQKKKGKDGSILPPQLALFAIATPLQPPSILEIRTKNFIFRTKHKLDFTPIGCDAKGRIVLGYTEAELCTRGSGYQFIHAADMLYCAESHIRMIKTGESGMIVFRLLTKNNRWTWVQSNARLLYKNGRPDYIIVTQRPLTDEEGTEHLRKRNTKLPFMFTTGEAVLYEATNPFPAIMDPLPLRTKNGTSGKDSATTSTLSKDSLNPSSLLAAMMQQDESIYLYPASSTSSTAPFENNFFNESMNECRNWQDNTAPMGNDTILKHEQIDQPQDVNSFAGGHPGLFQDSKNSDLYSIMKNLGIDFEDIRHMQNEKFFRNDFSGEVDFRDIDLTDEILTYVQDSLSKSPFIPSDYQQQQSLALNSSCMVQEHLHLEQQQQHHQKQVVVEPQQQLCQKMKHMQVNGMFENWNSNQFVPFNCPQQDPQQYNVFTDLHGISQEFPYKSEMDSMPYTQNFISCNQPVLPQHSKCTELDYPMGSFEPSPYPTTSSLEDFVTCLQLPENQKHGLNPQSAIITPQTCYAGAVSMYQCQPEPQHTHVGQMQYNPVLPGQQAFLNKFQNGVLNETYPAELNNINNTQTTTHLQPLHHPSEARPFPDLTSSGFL
Starred values were filed as active, the others as inactive; u = inconclusive; x = no result given; [ ] = another dose, or the depositor's remark. Not a hit list; about 3.5% have a hit in one of these screens.

Order of values: LAP4-GFP MLPCN	AHR act	RPL19A-GFP yeast	MEP2 TOR yeast	proCasp3 act	procasp7 counter	AGP1 TOR yeast	CIT2-GFP yeast
- O=C(N/N=C/c1ccccc1F)c1cc2c(ccc3ccccc32)o1
    97.2	-5.8	109.3	104.1	2.1	4.3	106.1	106.0
- O/N=C(\c1ccc2c(c1)OCCO2)C1CCCCC1
    106.1	4.5	x	90.6	0.9	8.0	87.6	95.5
- Cc1ccc(NC(=O)CSCC#N)cc1
    113.8	2.4	89.9	117.9	5.8	13.7	112.1	77.1
- CC(=O)N(C(C)=O)C1=C(C#N)C2(CCCCC2)Cc2ccccc21
    106.8	0.1	104.5	96.1	-4.3	-7.7	100.6	102.0
- Cc1ccc(NC(=O)CN(C)CC(=O)Nc2ccc(N3CCOCC3)cc2)c([N+](=O)[O-])c1
    101.8	23.1	97.8	105.0	-3.4	1.2	107.8	97.5
- O=C(c1ccc(C(=O)N2CCOCC2)nc1)N1CCOCC1
    94.9	0.9	100.6	100.2	4.5	2.5	109.3	102.2
- COc1ccc(C2/C(=C(/O)c3ccc(C)cc3)C(=O)C(=O)N2c2ccccn2)cc1OC (stereo not drawn)
    99.5	0.8	99.2	107.5	4.0	-28.9	94.2	89.7
- O=C(CN1CCN(S(=O)(=O)c2ccccc2)CC1)N1CCc2ccccc21
    95.2	1.1	92.4	99.3	10.3	4.8	98.2	87.6
- CCN(CC)c1ccc(/C=N/NC(=O)Cc2cccs2)c(O)c1
    98.4	3.9	97.5	104.1	-26.5	-14.2	100.7	99.2
- CC1(C)CC(=O)C2=C(C1)OC(c1ccc(O)cc1)C(C#N)=C2N (stereo not drawn)
    98.7	-0.3	102.2	96.4	-5.7	-0.9	102.8	103.0
- CN(C)S(=O)(=O)c1cccc(N2C(=O)CC3(CCCCC3)CC2=O)c1
    98.6	-0.1	98.8	97.4	2.6	13.5	98.7	98.7
- CCSCc1nnc(SCC(=O)Nc2nc(C)cs2)n1C
    100.7	4.3	98.8	101.5	0.1	11.0	99.5	101.2
- Cc1ccc(-n2ncc3c(=O)n(CC(=O)NC4CCCC4)cnc32)cc1C
    81.9[may fluoresce violet]	-2.8	39.1*[may fluoresce violet]	u	7.2	-4.8	x	u
- NC(=O)CC(NC(=O)Cc1ccc(Br)cc1)c1ccc(N2CCN(c3ccc(F)cc3)CC2)c([N+](=O)[O-])c1 (stereo not drawn)
    104.5	0.0	99.5	94.9	1.0	4.4	85.5	79.1
- O=C(COC(=O)c1sc2cc(Cl)ccc2c1Cl)Nc1ncc(Cl)cc1Cl
    109.8	10.3	101.7	95.5	3.6	3.7	104.2	99.1
- CC(Oc1ccc(S(=O)(=O)N2CCCC2)cc1[N+](=O)[O-])C(=O)NC1(C#N)CCCCC1 (stereo not drawn)
    105.2	0.0	107.9	105.1	9.6	-0.2	103.8	99.5
- O=C(COC(=O)c1cccnc1Cl)NCc1ccco1
    102.7	0.4	103.1	103.7	-0.3	1.0	111.3	105.7
- CN(C)/C=C(/C(=O)c1ccc(Cl)cc1)n1cncn1
    105.0	-0.4	96.3	103.9	7.0	-3.5	98.3	99.9
- CCOC(=O)C1(Cc2ccccc2)CCN(Cc2cc(=O)c3ccccc3[nH]2)CC1
    100.7	2.1	105.8	103.4	-6.2	9.5	108.7	99.5
- COc1cc(/C=N/NC(N)=S)ccc1OCC(=O)N1CCOCC1
    114.5	1.2	107.5	121.7	5.9	-5.2	107.0	110.1

RPL19A-GFP yeast, hit marks shown above.
Compound	LAP4-GFP MLPCN	AHR act	RPL19A-GFP yeast	MEP2 TOR yeast	proCasp3 act	AGP1 TOR yeast	CIT2-GFP yeast
Cc1ccc(-n2ncc3c(=O)n(CC(=O)NC4CCCC4)cnc32)cc1C	81.9[may fluoresce violet]	-2.8	39.1*[may fluoresce violet]	u	7.2	x	u

Additional records follow.
Order of values: LAP4-GFP MLPCN	AHR act	RPL19A-GFP yeast	MEP2 TOR yeast	proCasp3 act	procasp7 counter	AGP1 TOR yeast	CIT2-GFP yeast
- CCOC(=O)C1CCN(C(=O)c2sc3nc(-c4ccc(F)cc4)cn3c2C)CC1
    113.0	2.0	101.4	104.8	-0.3	3.8	102.0	92.4
- COc1ccccc1N(C(=O)c1snc(C(N)=O)c1N)C(C(=O)NC1CCCC1)c1ccco1 (stereo not drawn)
    107.4	2.0	102.7	102.4	-3.9	0.6	110.7	107.6
- O=C(CN1CCN(Cc2ccccc2)CC1)NNC(=O)c1ccc(Cl)cc1
    95.9	2.5	96.2	87.7	2.4	0.8	97.1	92.8
- CCc1cc2c(=O)c(-c3cscn3)coc2cc1O
    112.1	73.5*	94.5	97.4	0.0	-2.3	94.4	85.0
- CCN(CC)S(=O)(=O)c1ccc(C(=O)NC(C)(C)C)cc1
    88.0	2.1	89.7	93.2	8.3	5.1	90.3	89.2
- Cc1ccc(C)c(N2CCN(c3ccc([N+](=O)[O-])cn3)CC2)c1
    87.2	1.5	102.4	102.2	7.7	-1.4	94.2	103.6
- CCCN(CC(=O)Nc1ccccc1C)C(=O)C1CC(=O)N(c2ccc(CC)cc2)C1 (stereo not drawn)
    99.6	1.2	96.2	93.3	2.9	-0.2	98.7	97.8
- CC(=O)c1cccc(S(=O)(=O)N2CCC(C(=O)OC3CCOC3=O)CC2)c1 (stereo not drawn)
    99.8	-0.3	95.3	99.2	-4.2	6.3	97.5	95.2
- FC(F)(F)c1cccc(-c2ccn3ncnc3n2)c1
    91.5	-1.0	98.8	101.7	2.9	6.7	99.0	94.6
- O=C(NCCC1=CCCCC1)C1CCN(S(=O)(=O)N2CCOCC2)CC1
    99.4	-1.0	99.1	98.5	1.6	-1.4	98.5	105.8
- CCc1ccc(OCC2c3cc(OC)c(OC)cc3CCN2C(C)=O)cc1 (stereo not drawn)
    117.8[may fluoresce violet]	3.5	42.9*[may fluoresce violet]	269.1*[may fluoresce violet]	5.7	7.5	u	u
- CC(=O)Nc1ccc2[nH]c(C)cc(=O)c2c1
    101.3	0.6	95.7	99.5	11.1	11.6	105.1	105.7
- O=[N+]([O-])c1ccc(NNC(=S)Nc2ccc(F)cc2)cc1
    111.0	4.0	98.2	102.3	-12.3	-27.1	99.1	102.0
- COc1cccc(-c2sc3ccc(OC)cc3c2-c2ccc(OCCN(C)C)cc2)c1
    116.5	4.2	95.8	101.2	-4.2	7.6	94.2	83.0
- COc1ccc(NC(=O)c2cnc(SC)nc2)cc1
    105.6	-6.6	99.7	103.7	5.4	2.8	96.7	92.9
- CN1C(=O)N(c2cccc3ccccc23)C(n2cncn2)C1(C)C (stereo not drawn)
    97.1	1.1	98.0	99.2	-3.0	10.1	99.9	98.1
- Cc1nn2c(NCCCN(C)C)c3c(nc2c1-c1ccccc1)CCCC3
    x	0.7	101.6	97.8	-4.9	6.3	x	x
- O=C(CSc1c[nH]c2ccccc12)NCC1CCCO1 (stereo not drawn)
    94.8	14.8	91.5	98.5	11.5	-0.3	91.5	88.0
- O=S(=O)(NCC(c1cccnc1)N1CCN(c2ccccc2F)CC1)c1cccs1 (stereo not drawn)
    105.5	1.6	101.1	99.5	6.1	0.6	101.6	103.8
- COc1cccc(C(=O)NCCS(=O)(=O)NCc2ccccn2)c1
    100.3	-1.0	101.4	101.5	-1.9	3.3	108.4	101.4

4 of the entries above in order of their number in CIT2-GFP yeast, high to low.
SMILES	LAP4-GFP MLPCN	AHR act	RPL19A-GFP yeast	MEP2 TOR yeast	proCasp3 act	AGP1 TOR yeast	CIT2-GFP yeast
CC(=O)Nc1ccc2[nH]c(C)cc(=O)c2c1	101.3	0.6	95.7	99.5	11.1	105.1	105.7
Cc1ccc(C)c(N2CCN(c3ccc([N+](=O)[O-])cn3)CC2)c1	87.2	1.5	102.4	102.2	7.7	94.2	103.6
COc1cccc(C(=O)NCCS(=O)(=O)NCc2ccccn2)c1	100.3	-1.0	101.4	101.5	-1.9	108.4	101.4
CCc1cc2c(=O)c(-c3cscn3)coc2cc1O	112.1	73.5*	94.5	97.4	0.0	94.4	85.0

Remaining list, next part:
Order of values: LAP4-GFP MLPCN	AHR act	RPL19A-GFP yeast	MEP2 TOR yeast	proCasp3 act	procasp7 counter	AGP1 TOR yeast	CIT2-GFP yeast
- CCOC(=O)c1nn(-c2ccccc2)c2nnc(Cc3ccc(C)cc3)c(=O)n12
    99.2	-0.6	92.1	88.9	0.3	-14.8	100.0	92.6
- COc1ccc(CNC(=O)CN(C(=O)c2csnn2)c2ccc3c(c2)OCCO3)cc1
    102.4	-1.1	99.0	103.0	6.3	-2.8	104.8	97.0
- COc1ccc(N2CCN(C(c3cccs3)C(C)NS(C)(=O)=O)CC2)cc1 (stereo not drawn)
    94.3	-0.4	105.5	97.8	2.7	-5.3	100.1	101.3
- N=C1C(c2ccccc2)=C(O)CN1c1ccccc1
    99.9	0.1	106.3	105.8	-1.4	12.0	110.1	109.0
- COc1ccc(CC(=O)NC(C)(C)CC(C)=O)cc1OC
    98.0	-1.9	96.6	98.4	1.1	-4.4	95.5	93.8
- Cc1nc(N2CCN(Cc3ccccc3)CC2)[nH]c(=O)c1C
    100.1	-2.1	99.5	99.7	-5.6	0.9	105.7	111.7
- COc1ccccc1-n1cc(CN2CCCC(CO)(Cc3cccc(Cl)c3)C2)cn1 (stereo not drawn)
    103.1	4.2	100.6	100.8	-1.8	0.9	102.8	108.7
- COc1ccc(OC)c(NC(=O)CC(NC(C)=O)c2ccccc2)c1 (stereo not drawn)
    90.2	3.8	98.9	100.2	2.9	-10.8	82.0	102.4
- COc1cc([N+](=O)[O-])cc(/C=N\NC(=O)C2COc3ccccc3O2)c1O (stereo not drawn)
    92.3	2.1	99.2	101.2	-7.3	-8.5	95.5	106.2
- COc1ccccc1NC(=O)c1ccc(COc2ccccc2OC)cc1
    127.0	-3.6	97.4	105.3	6.3	0.7	109.4	94.2
- O=C(CCNS(=O)(=O)c1ccc(Br)cc1)NCCc1ccccc1
    86.4	-0.3	97.7	94.8	7.0	10.7	91.1	98.0
- COc1ccc(C(=O)N(CC2CCCO2)C(C(=O)NC2CCCC2)c2ccc(Cl)cc2)cc1OC (stereo not drawn)
    95.2	-0.8	101.1	101.0	2.9	10.2	97.8	102.8
- COc1cccc(C(=O)NCC(=O)N2CCC3(CC2)NCCc2[nH]cnc23)c1
    92.8	0.0	98.6	103.5	0.7	1.1	102.2	109.8
- Cc1cc(C)[n+]2[nH]c(N)c(N=Nc3ccccc3)c2n1
    127.9	69.9*	91.7	92.3	-10.5	-9.3	98.2	96.1
- O=c1[nH]cn[nH]1
    100.9	-0.8	95.7	95.5	9.7	-11.5	96.4	90.5
- CCNC(=O)NC(=O)c1csc([N+](=O)[O-])c1
    102.6	-3.6	97.2	94.2	8.5	10.5	100.7	91.8
- Cc1c(C)c2cc(Cl)c(OC(C)C(=O)NCCN3CCOCC3)cc2oc1=O (stereo not drawn)
    75.9[may fluoresce violet]	0.7	18.9*[may fluoresce violet]	149.3[may fluoresce violet]	6.8	6.2	u	u
- Cc1ccc(NC(=O)CNC2CCCCC2)cc1Cl
    105.7	0.6	101.4	106.7	-2.3	0.4	103.7	108.8
- CC(C)(/C=N/O)/[N+]([O-])=C/C=[N+](\[O-])C(C)(C)/C=N/O
    94.2	40.9	98.0	96.2	-5.4	10.4	91.9	88.2
